GRP78 ERSR act = ER stress response induction in glioma | AID 602332 | Potency, µM, without a hit: top-dose activation, hits mostly activators | U87-MG GRP78 promoter luciferase reporter, 16 h | actives 0.02% (n = 420,000); also: potency is read from the fitted curve at half-maximal effect; series mostly up to about 76 µM; % of control where 0% means no effect; nearly all actives have a fitted effect of over 35% in size
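Stably transfected U87-MG human glioma cells carrying a GRP78-based luminescent sensor were seeded at 1000 cells/well, pin-dosed with compounds and incubated 16 h. Luciferase reagent was then added, and end-point luminescence was read after 10 min at room temperature.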
Vif-A3F inh = inhibitors of Vif-A3F interaction. HeLa A3F-eYFP + Vif (tagged APOBEC3F with the HIV-1 protein that degrades it), YFP fluorescence increase. Potency, µM (highest dose often 46.1 µM), for the others: top-dose activity, negative = active. actives 0.2% (n = 390,000). AID 602313; also: potency is read from the fitted curve at half-maximal effect; % of control where 0% means no effect; nearly all actives have a fitted effect of over 65% in size
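Fluorescence increase (Ex 488/Em 500-530) after overnight compound treatment at 37 deg C flags inhibition of Vif-driven A3F-eYFP loss in stable HeLa A3F-eYFP/Vif cells seeded overnight beforehand.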
12-LOX inh = inhibitors of human 12S-lipoxygenase ALOX12; purified 12hLO, xylenol orange hydroperoxide absorbance; Potency, µM (top dose mostly 108 µM), without a hit: at the top dose activity change, negative = inhibition, hits mostly inhibitors; actives 1.1% (n = 580,000); AID 1671190; also: potency is read from the fitted curve at half-maximal effect; % is scaled to controls: 0 for no effect and ±100 for the full control effect
Target sequence (P18054 whole entry, looked up): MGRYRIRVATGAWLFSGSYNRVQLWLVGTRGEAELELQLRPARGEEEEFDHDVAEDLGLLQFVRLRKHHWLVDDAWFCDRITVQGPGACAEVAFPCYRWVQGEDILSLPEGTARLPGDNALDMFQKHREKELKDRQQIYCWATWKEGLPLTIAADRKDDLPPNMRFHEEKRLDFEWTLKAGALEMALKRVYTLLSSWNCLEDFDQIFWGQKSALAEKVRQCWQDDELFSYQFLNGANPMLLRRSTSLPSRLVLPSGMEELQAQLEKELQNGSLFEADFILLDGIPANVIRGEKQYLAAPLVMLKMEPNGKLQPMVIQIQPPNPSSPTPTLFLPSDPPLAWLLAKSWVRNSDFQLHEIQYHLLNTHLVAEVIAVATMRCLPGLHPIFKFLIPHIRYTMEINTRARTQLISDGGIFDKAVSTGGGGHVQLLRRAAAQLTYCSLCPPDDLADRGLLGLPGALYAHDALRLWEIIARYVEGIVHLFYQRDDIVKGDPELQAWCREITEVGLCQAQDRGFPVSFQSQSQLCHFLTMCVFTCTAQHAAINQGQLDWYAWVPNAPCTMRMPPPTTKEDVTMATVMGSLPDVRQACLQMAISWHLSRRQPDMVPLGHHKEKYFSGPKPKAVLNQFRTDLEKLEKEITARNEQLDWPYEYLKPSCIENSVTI
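Hydroperoxide product was detected by ferrous iron/xylenol orange as the 573 to 405 nm absorbance ratio. Arachidonic acid at 40 uM (final) was turned over for 30 min at room temperature by 150 nM human 12hLO, pH 7.0 Hepes buffer, after 15 min compound preincubation.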
D2 ag = agonists of human D2 dopamine receptor; P14416; HEK293 T-REx D2 cells, calcium flux agonist mode; activation, % at 2 µM; actives 0.53% (n = 340,000);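 active = activation over 3 SD above normal in the single-dose calcium agonist read, cut at about 30% in these data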; also: 0% is about no effect
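HEK293 Trex D2 cells, tetracycline-induced, o/n 30 C 5% CO2; no-wash Ca dye, RT 30–90 min; 10-cycle baseline, 23 nl cpd added, kinetic Ca read 180 s; agonist hits = positive Ca response.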
ERG-DNA inh = ERG Ets/DNA interaction inhibition; AID 624246; actives 0.028% (n = 370,000); P11308; fluorescence polarization, His-ERG Ets domain / labelled DNA; Potency, µM (doses to about 76.9 µM), for the others: top-dose FP activity, negative = inhibition, usual class: inhibitors; active = well fitted inhibition curve with a large enough effect in the polarisation, with a control signal flat; inconclusive = small, poorly fitted or top-dose-only effect, or effect the other way, or a change in a side signal; inactive = no such curve, though single readings can be large or run the other way; the % refers to the polarisation;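 also: polarization taken with two DNA probes labelled with fluorescein and Texas red; potency is read from the fitted curve at half-maximal effect; % of control where 0% means no effect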
Target sequence (P11308 whole entry, looked up, the tested form may be a part): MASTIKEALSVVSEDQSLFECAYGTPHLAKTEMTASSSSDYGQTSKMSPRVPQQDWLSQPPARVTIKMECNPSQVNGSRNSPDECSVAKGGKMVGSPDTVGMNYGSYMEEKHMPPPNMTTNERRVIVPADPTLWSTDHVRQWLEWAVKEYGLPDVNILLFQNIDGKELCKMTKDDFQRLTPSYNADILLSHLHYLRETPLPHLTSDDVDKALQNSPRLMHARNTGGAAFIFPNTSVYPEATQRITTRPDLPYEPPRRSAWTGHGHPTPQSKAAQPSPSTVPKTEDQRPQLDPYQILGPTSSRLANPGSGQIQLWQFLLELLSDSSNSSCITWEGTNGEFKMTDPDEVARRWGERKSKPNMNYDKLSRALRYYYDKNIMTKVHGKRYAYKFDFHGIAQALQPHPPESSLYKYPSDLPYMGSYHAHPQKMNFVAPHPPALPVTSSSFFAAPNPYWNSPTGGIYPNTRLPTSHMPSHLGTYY
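His-tagged ERG Ets domain (1 uM in the protein solution; 300mM KCl, 50mM Tris-HCl, 1mM EDTA, 1mM DTT, pH 7.5) received compound, then a probe mix of 5 nM fluorescein-DNA and 100nM Texas-615-DNA. Fluorescence polarization was read for both dyes.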
RGS4 inhibitor = blocks human RGS4-accelerated GTP hydrolysis. P49798. Transcreener GDP fluorescence polarization, RGS4-accelerated GTP hydrolysis. Potency, µM (titrated, usually from 114 µM), for inactives: at the highest dose activity change, negative = inhibition, hits mostly inhibitors. actives 0.039% (n = 390,000). AID 504845; also: potency is read from the fitted curve at half-maximal effect; % is scaled to controls: 0 for no effect and ±100 for the full control effect; nearly all actives have a fitted effect of over 75% in size; some results filed as inactive show a strong effect at the top dose
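MLSMR compounds (23 nl, pin-transferred) preincubated 10 min at room temperature with a 500nM (2x) first reagent, then RGS4 at 900nM (2x) plus Transcreener GDP mix added; fluorescence polarization (620/688 nm) read before and after 90 min at 30 °C.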
Vif-APOBEC3G blk = inhibitors of Vif-APOBEC3G interaction; Potency, µM (top dose mostly 46.1 µM), for the others: at the top dose activity, negative = active, actives largely listed as inhibitors; HeLa A3G-eYFP + Vif (tagged APOBEC3G with the HIV-1 protein that degrades it), YFP fluorescence, overnight; AID 602310; Q9HC16; actives 0.076% (n = 410,000);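 also: potency is read from the fitted curve at half-maximal effect; % is scaled to controls: 0 for no effect and ±100 for the full control effect; nearly all actives have a fitted effect of over 60% in size; hits raise eYFP signal because A3G escapes Vif-driven loss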
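HeLa cells stably expressing Vif and C-terminally eYFP-tagged A3G, seeded overnight at 37 deg C, then exposed to compound by pintool overnight at 37 deg C. Rise in yellow fluorescence (Ex 488/Em 500-530, Acumen) marks blocked Vif-driven A3G degradation.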
D2 antagonist = antagonists of human D2 dopamine receptor; HEK293 TREx D2 cells, calcium flux, dopamine EC80; inhibition, % at 10 µM; actives 2% (n = 340,000); AID 485344; in the data active = inhibition above about 30%; also: 0% is about no effect
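Dopamine at EC80 is the agonist stimulus; test compounds precede it by 180 s. Calcium flux read kinetically in a force-coupled, inducible HEK293 T-REx D2 cell line.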
LDHA block = inhibitors of human lactate dehydrogenase A | P00338 | actives 0.15% (n = 480,000) | AID 1347041 | purified LDHA, NADH/diaphorase-resazurin fluorescence; stronger effect = lower value | activity change, % (values are at about 110 or 230 µM); in the data active = activity change below about -30%; inconclusive = mostly about -25% to -30%;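 also: plate controls were DMSO wells for no effect and wells without enzyme for full effect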
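Human LDH5 at 2 nM final in Tris HCl pH 7.4 with 0.06 mM NADH and 0.2 mM pyruvate, reacted 5 minutes at room temperature. Remaining NADH coupled via diaphorase/resazurin; resorufin fluorescence read at 0 and 20 minutes, normalized to enzyme-free and DMSO wells.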
* hit, by the source's call; i = inactive; ? = inconclusive; · = not tested or not shown; & = joins results of further samples; [ ] = dose if it differs, or a comment. Unless noted, calls follow the shape of the dose curve; as a rule, active = well fitted curve in the direction sought with a large enough effect; inconclusive = small, poorly fitted or top-dose-only effect, or another doubt; inactive = no such curve, though single readings can be large; an effect the other way counts as inactive or inconclusive. These rows are one share of the data; count on the stated rates, not on these rows.

SMILES	GRP78 ERSR act	Vif-A3F inh	12-LOX inh	D2 ag	ERG-DNA inh	RGS4 inhibitor	Vif-APOBEC3G blk	D2 antagonist	LDHA block
CCn1c(SCC(=O)Nc2cc(Cl)ccc2OC)nnc1C1CC1	-5%	-2%	-20%	-3.7	-4%	11%	0%	10	0
Cc1nnc(SCC(=O)N2CCCC2)n1-c1ccc(F)cc1	0%	1%	i	·	-10%	-3%	0%	·	-4
CCc1ccccc1Nc1nc2ccccc2n1C	1%	0%	26%	-1.6	2%	-17%	5%	-7	0
CN(c1ccccc1)S(=O)(=O)c1cc(C(=O)OCC(N)=O)ccc1Cl	6%	0%	?	1.8	3%	-10%	-7%	10	-1
O=C(Nc1ccc(F)cc1F)c1ccc(S(=O)(=O)NCc2ccco2)cc1	-5%	-3%	-9%	·	13%	-14%	-5%	·	-7
Cc1cccc(-n2nc(C)cc2N)c1	-3%	-11%	?	-0.7	1%	12%	1%	15	-1
O=C(COC(=O)c1ccccc1NS(=O)(=O)c1cccs1)NCC12CC3CC(CC(C3)C1)C2	-1%	6%	-10%	0.3	10%	-19%	0%	3	-5
Cc1cc(C2C(C#N)=C(N)Oc3n[nH]c(C)c32)c(C)s1 (configuration not stated)	9%	-6%	?	0.3	0%	-25%	-23%	17	-7
Cc1cccc(C)c1NC(=S)N=Nc1c(O)n(C)c2ccc(S(=O)(=O)N3CCOCC3)cc12	-1%	0%	12%	1.2	3%	-6%	1%	14	9
CCc1ccc(NC(=O)CCC(=O)c2ccc(C)cc2)cc1	1%	?	-24%	0.0	8%	-13%[56.9 µM]	-10%	-1	-5
Cn1c(SCC(=O)N2CCCC2=O)nc2ccccc2c1=O	-3%	-6%	-10%	·	-10%	-39%	-7%	·	-5
O=C(Cn1c(=O)c2cccn2c2ccccc21)NCc1cccc(F)c1	0%	-2%	0%	0.5	8%	8%	-3%	-7	-2
CCCNC(=O)c1ccc2c(c1)ncn2-c1ccccc1OC	-2%	7%	13%	-0.2	-11%	-25%[11.4 µM]	-4%	6	-3
O=C(/C=C/c1ccc(O)cc1)OCc1occc(=O)c1O[C@@H]1OC(CO)[C@@H](O)[C@H](O)[C@@H]1O (some centres not stated)	-4%	2%	11%	0.7	1%	9%	0%	-18	-3
COC(=O)C1=C(C)OC(N)=C(C#N)C1c1cc(C)sc1C (configuration not stated)	-5%	-15%	-10%[57.4 µM]	0.0	-1%	-22%	0%	4	-1

A few values from the entries so far:
Value for Cc1cccc(C)c1NC(=S)N=Nc1c(O)n(C)c2ccc(S(=O)(=O)N3CCOCC3)cc12 under GRP78 ERSR act: -1%
Value for CCCNC(=O)c1ccc2c(c1)ncn2-c1ccccc1OC under D2 ag: -0.2
Value for CCc1ccccc1Nc1nc2ccccc2n1C under Vif-A3F inh: 0%

Next records.
SMILES	GRP78 ERSR act	Vif-A3F inh	12-LOX inh	D2 ag	ERG-DNA inh	RGS4 inhibitor	Vif-APOBEC3G blk	D2 antagonist	LDHA block
O=C(CNCc1ccc(F)cc1)Nc1cc(S(=O)(=O)N2CCOCC2)ccc1Cl	-6%	0%	-4%	·	2%	36%	3%	·	-8
COc1ccc2c(c1)C(=O)N1[C@H]3c4cc(C)ccc4OC[C@@H]3[C@H](c3ccccc3)[C@]1(C)C(=O)N2	-2%	-7%	-2%	-0.3	17%	27%	?	-8	-5
CC(=O)c1ccc(NC(=O)C2CCC(CNS(=O)(=O)c3ccc(Br)s3)CC2)cc1 (configuration not stated)	-4%	-2%	?	0.2	3%	5%	2%	·	-7
CCc1ccccc1NC(=O)CCNC(=O)Cn1ccc2ccccc2c1=O	-5%	10%	-13%	1.3	16%	7%	-1%	-17	0
Cc1ccc(N2C(=O)CC(Sc3ncn[nH]3)C2=O)cc1 (configuration not stated)	0%	1%	0%	0.1	-8%	-5%	0%	1	-10
CCOC(=O)C1CCCN(C2CCN(Cc3nc(-c4ccccc4)no3)CC2)C1 (configuration not stated)	-5%	-16%	-1%	52*	0%	7%	1%	-19	-4
COc1ccc(CNC(=O)CN(C(=O)CCC(=O)Nc2ccccn2)c2ccc3c(c2)OCO3)cc1	3%	5%	-14%	-1.1	35%[activator]	-18%	-1%	5	-1
Cc1ccccc1OCC(=O)OCC(=O)NC12CC3CC(CC(C3)C1)C2	-2%	-6%	4%&-30%	·	·	·	-1%	·	-7&-6
C[C@H](NS(=O)(=O)c1ccccc1)C(=O)OCC(=O)NC(=O)Nc1ccc2c(c1)OCCO2	3%	2%	-15%	·	-9%	22%	-1%	18	-5
CC1(C)CNc2cc(N)ccc2S1	4%	?	?	2.2	0%	?	-8%	-2	15
CCOC(=O)N1CCN(c2c(-c3ccccc3)c3cc(Cl)ccc3[nH]c2=O)CC1	-5%	-5%	-5%	0.4	-11%	-34%	2%	9	-5
CCCCN(C(=O)C1CCC1)c1c(N)n(CC(C)C)c(=O)[nH]c1=O	-5%	9%	-13%	0.7	-4%	22%	1%	-17	-4
CC(=O)c1ccccc1C(=O)N1CCCC(CNC(=O)c2ccc(F)cc2)C1 (configuration not stated)	3%	-2%	-21%	·	·	·	-1%	·	-12
CCC1=NN(C(=O)c2cccc(Br)c2)C(O)(c2ccc(Br)cc2)C1 (configuration not stated)	-4%	-6%	?	-1.2	-4%	10%	10%	-9	-1
COc1cccc(C(=O)NC2CCN(C(=O)N3CCCCC3)CC2)c1	-6%	5%	-2%	0.3	2%	-14%	-1%	-2	-5

Profiles, quoted from the list. Screens in order: GRP78 ERSR act	Vif-A3F inh	12-LOX inh	D2 ag	ERG-DNA inh	RGS4 inhibitor	Vif-APOBEC3G blk	D2 antagonist	LDHA block
CCC1=NN(C(=O)c2cccc(Br)c2)C(O)(c2ccc(Br)cc2)C1 (configuration not stated) as listed: -4%	-6%	?	-1.2	-4%	10%	10%	-9	-1
C[C@H](NS(=O)(=O)c1ccccc1)C(=O)OCC(=O)NC(=O)Nc1ccc2c(c1)OCCO2 as listed: 3%	2%	-15%	·	-9%	22%	-1%	18	-5

3 entries from above, sorted by the number in RGS4 inhibitor, high to low.
mol | 12-LOX inh | ERG-DNA inh | RGS4 inhibitor | D2 antagonist
CCOC(=O)C1CCCN(C2CCN(Cc3nc(-c4ccccc4)no3)CC2)C1 (configuration not stated) | -1% | 0% | 7% | -19
CC(=O)c1ccc(NC(=O)C2CCC(CNS(=O)(=O)c3ccc(Br)s3)CC2)cc1 (configuration not stated) | ? | 3% | 5% | ·
COc1cccc(C(=O)NC2CCN(C(=O)N3CCCCC3)CC2)c1 | -2% | 2% | -14% | -2

The list continues.
SMILES	GRP78 ERSR act	Vif-A3F inh	12-LOX inh	D2 ag	ERG-DNA inh	RGS4 inhibitor	Vif-APOBEC3G blk	D2 antagonist	LDHA block
COc1cc(/C=C/C(=O)O)cc(S(=O)(=O)NCCCC(=O)O)c1OC	-5%	-16%	?	-3.3	3%	-6%	1%	-13	-8
C/C(CC(O)c1ccc2ccccc2n1)=N/O (configuration not stated)	0%	-13%	26%	-0.3	4%	18%	0%	-1	0
O=C(COC(=O)c1ccc2[nH]c3c(c2c1)CCCC3)Nc1ccccc1Cl	-2%	3%	-3%	-0.7	-2%	6%	1%	0	-2
CN(C)CCN(Cc1ccc(Cl)cc1)c1ccccn1	-2%&-3%	8%	-24%	0.7	18%	9%	1%	59*	-4
Cc1ccc(NC(=O)c2cc(C)n(-c3ccccc3)c2C)cc1	-12%	1%	-21%	-1.1	-2%	-30%	-7%	-34	-1
COc1ccc(-c2cc(OC)c3c(C)oc(C)c3c(=O)c2)cc1OC	-1%	?	?	-2.1	-5%	-11%	4%	2	5
CCOC(=O)c1cc(-c2ccccc2)n(CCCC(=O)Nc2cccc(C)c2C)c1C	-4%	-3%	-12%	·	2%	-23%	-1%	·	4
Cc1ccc2nc(SCC(=O)Nc3cc([N+](=O)[O-])ccc3F)[nH]c2c1	?	-13%	-22%	-0.3	1%	1%	?	2	1
Cc1ccc(C)c(NC(=S)N(C)CCc2ccccn2)c1	-2%	0%	-20%	-0.1	-5%	-10%	0%	-8	-2
O=C1CSC(c2ccncc2)N1Cc1ccc(F)cc1 (configuration not stated)	-4%	-22%	-43%	0.7	-8%	-9%	3%	3	-9
CCN=C1SC(CC(=O)NC2CCCCC2)C(=O)N1CC (configuration not stated)	-6%	-2%	0%	·	-3%	2%	-1%	·	-5
COc1cccc(CNc2ccccn2)c1O	-2%	19%	-3%	1.6	-7%	14%	-2%	2	2
COc1ccccc1CCN1CCCC(CN(C)C(=O)c2ccoc2)C1 (configuration not stated)	-3%	-1%	-7%	0.0	-6%	2%	2%	42*	-6
C/C(=N\NC(=O)c1ccc2c(c1)OCO2)c1ccco1	-11%	-1%	1%	·	4%	0%	-3%	·	-10
Cc1nnc(N/N=C/c2cc([N+](=O)[O-])c(N3CCC(C)CC3)cc2N2CCC(C)CC2)n1N	0%	0%	?	0.6	8%	-7%	-19%	-13	68
CCCN(CCC)S(=O)(=O)c1ccc(NC(=O)COc2ccccc2)cc1	9%	-1%	8%	-0.8	-6%	-19%	0%	15	-8
O=C(OCC(=O)N1CCc2ccccc21)c1ccc(Cl)nc1	3%	-12%	-27%	0.7	11%	-8%	2%	2	-7

Screening data: PubChem BioAssay, National Center for Advancing Translational Sciences (NCATS)
